Screening results (PubChem)
RECQ1 helicase: RECQ1 (human) helicase inhibition; P46063; RECQ1 DNA unwinding, red fluorescence kinetic read; Potency, µM (top dose mostly 57.3 µM), for inactives: at the top dose activity, negative = inhibition, usual class: inhibitors; 240,000 compounds, 0.54% hits;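 also: plate controls were vehicle for no effect and no enzyme for full effect; nearly all actives have a fitted effect of over 30% in size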
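50 nM RECQ1T1 preincubated 15 min with compound in Tris pH 8.0 buffer with MgCl2, DTT, Tween-20 and 2.5 ug/ml poly(dI-dC); started with 200 nM TAMRA/BHQ-2 forked duplex and 2 mM ATP. Unwinding read as fluorescence (525/598 nm), two reads 2 h apart.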
RGS12 GoLoco inh: inhibitors of human Gai1-RGS12 GoLoco interaction (red fluorophore) | P63096 | Gai1:RGS12 GoLoco peptide FP, rhodamine, 10 min | AID 880 | 230,000 compounds, 0.44% hits | Potency, µM (series often up to 61.6 µM), for the others: top-dose activity, negative = inhibition, most hits filed as inhibitors; active = well fitted inhibition curve with a large enough effect, not every such curve was filed as active; inactive = no such curve, though single readings can be large or run the other way; also: nearly all actives have a fitted effect of over 30% in size; many of its hits are not listed in these tables
TexasRed fluor: Texas Red fluorescence interference in TRb-SRC2 counter-screen | TRb/SRC2 Texas Red total fluorescence interference | Potency, µM (titrated, usually from 106 µM), for the others: at the top dose fluorescence change, negative = quenching | 280,000 compounds, 0.29% hits; active = well fitted curve in either direction with a large enough effect; inconclusive = small, poorly fitted or top-dose-only effect
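Human TRb ligand-binding domain at 0.6 uM with 20 nM Texas Red SRC2 peptide in Tris buffer containing 1 uM T3 and 5% DMSO, incubated with compound 5 h at ambient temperature. Total fluorescence (555/632 nm) calculated as parallel + 2 × perpendicular.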
GAA spleen mod: lysosomal alpha-glucosidase (human) modulation | human spleen homogenate, 4-MU-alpha-glucoside fluorescence | P10253 | 240,000 compounds, 0.006% hits | Potency, µM (top dose mostly 79.9 µM), without a hit: top-dose activity change, negative = inhibition, hits mostly inhibitors;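 also: 0% = enzyme with vehicle and -100% = no enzyme basal signal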
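Compounds were titrated against alpha-glucosidase in spleen homogenate at pH 5.0, with 1 mM 4-methylumbelliferyl substrate for 40 min at 37 C. Reactions were quenched with pH 10 NaOH/glycine and fluorescence measured.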
TRb SRC2 PPI: disrupts binding of human TR beta to SRC2. P10828. TRbeta-SRC2 peptide binding, fluorescence polarization; receptor liganded with 1 µM T3. Potency, µM (top dose mostly 106 µM), for inactives: at the highest dose activity change, negative = inhibition, hits mostly inhibitors. 280,000 compounds, 0.065% hits;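 also: plate controls were bound peptide for no effect and peptide without receptor for full effect; nearly all actives have a fitted effect of over 50% in size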
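Human TRb ligand-binding domain (0.6 uM) is mixed with 20 nM Texas Red SRC2 peptide and 1 uM T3; after compound addition and 5 hr at ambient temperature, polarization is measured and normalized to unbound and bound controls.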
GAA inh: alpha-glucosidase (human) inhibition. P10253. 200,000 compounds, 0.005% hits. Potency, µM (titrated, usually from 76.9 µM), without a hit: top-dose activity change, negative = inhibition, actives largely listed as inhibitors. purified human GAA, 4-MU-alpha-glucoside fluorescence;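 also: plate controls were uninhibited enzyme wells for no effect and no-enzyme background for full effect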
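Endpoint fluorogenic read: 20 min room-temperature reaction of 4 nM human alpha-glucosidase with 400 uM 4-methylumbelliferyl-alpha-D-pyranoside, pH 5.0, quenched with 1M NaOH/1M glycine pH 10. AC50 from Hill modeling.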
GAA glycogen mod: GAA glycogen-cleavage inhibition or activation; P10253; recombinant GAA, glycogen substrate, Amplex Red glucose oxidase fluorescence; Potency, µM (series often up to 76.4 µM), inactives show at the top dose activity change, negative = inhibition, most hits filed as inhibitors; 300,000 compounds, 0.38% hits;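 also: 0% = full enzyme reaction and -100% = no-enzyme basal signal; the screen sought inhibitors and activators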
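Recombinant enzyme (4 nM final) with compounds titrated up to 77 uM and bovine liver glycogen (30 ug) in citrate pH 5.0, 0.01% Tween-20, 37 C 40 min. Released glucose detected by Amplex Red/glucose oxidase (Ex 573/Em 610); AC50 from Hill fits.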
L3MBTL1 block: inhibitors of human L3MBTL1 | Q9Y468 | AlphaScreen L3MBTL1–H3K9me1 peptide binding | Potency, µM (highest dose often 57.1 µM), inactives show at the highest dose activity, negative = inhibition, actives largely listed as inhibitors | 230,000 compounds, 0.66% hits | AID 485360; also: nearly all actives have a fitted effect of over 60% in size
Target sequence (Q9Y468 whole entry, looked up): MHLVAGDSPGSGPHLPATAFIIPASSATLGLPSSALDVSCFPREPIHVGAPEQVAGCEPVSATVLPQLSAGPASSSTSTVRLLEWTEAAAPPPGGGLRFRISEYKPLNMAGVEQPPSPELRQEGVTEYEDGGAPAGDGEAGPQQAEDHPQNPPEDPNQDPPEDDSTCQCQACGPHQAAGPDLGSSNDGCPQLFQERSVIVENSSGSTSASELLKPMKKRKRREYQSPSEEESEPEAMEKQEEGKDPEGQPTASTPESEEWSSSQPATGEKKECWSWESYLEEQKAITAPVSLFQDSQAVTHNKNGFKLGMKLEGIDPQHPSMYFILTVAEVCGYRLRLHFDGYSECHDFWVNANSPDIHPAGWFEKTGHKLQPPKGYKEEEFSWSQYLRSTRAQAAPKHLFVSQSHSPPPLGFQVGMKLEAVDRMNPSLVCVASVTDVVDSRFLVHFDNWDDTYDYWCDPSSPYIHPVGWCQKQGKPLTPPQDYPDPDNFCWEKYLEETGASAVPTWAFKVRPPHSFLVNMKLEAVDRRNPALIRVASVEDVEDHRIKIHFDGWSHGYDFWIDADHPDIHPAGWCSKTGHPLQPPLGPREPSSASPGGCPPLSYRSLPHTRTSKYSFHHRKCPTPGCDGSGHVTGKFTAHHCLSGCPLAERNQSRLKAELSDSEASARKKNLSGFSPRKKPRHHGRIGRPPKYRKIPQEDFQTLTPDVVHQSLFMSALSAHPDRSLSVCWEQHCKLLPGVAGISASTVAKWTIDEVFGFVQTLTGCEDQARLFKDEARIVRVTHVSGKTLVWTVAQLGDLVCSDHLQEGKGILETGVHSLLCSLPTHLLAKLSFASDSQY
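Read-out is AlphaScreen signal from streptavidin donor and nickel chelate acceptor beads (10 ug/mL final each) bridging L3MBTL1 (50 nM) and biotinylated K9-monomethylated H3(1-15) peptide (75 nM), after 30 min compound exposure at room temperature.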
* = called active by the depositor; i = inactive; u = inconclusive; x = not tested or not shown; [ ] = dose if it differs, or a comment. Unless noted, calls follow the shape of the dose curve; as a rule, active = well fitted curve in the direction sought with a large enough effect; inconclusive = small, poorly fitted or top-dose-only effect, or another doubt; inactive = no such curve, though single readings can be large; an effect the other way counts as inactive or inconclusive. Unless noted, % is scaled to controls: 0 for no effect and ±100 for the full control effect; potency is read from the fitted curve at half-maximal effect.

SMILES	RECQ1 helicase	RGS12 GoLoco inh	TexasRed fluor	GAA spleen mod	TRb SRC2 PPI	GAA inh	GAA glycogen mod	L3MBTL1 block
Cc1ccc(S(=O)(=O)N2CCC[C@H]2C(=O)OC(C)C(=O)Nc2ncc(Cl)cc2Cl)cc1 (stereo partly specified)	-1.3%	-10.3%	-1.5%	4.4%	-3.2%	1.1%	1.9%	7.2%
C#CCOc1ccc(Br)cc1/C=N/O	i	3.8%	2.9%	-1.2%	-2.9%	-0.5%	-0.9%	x
COc1cccc(OC)c1C(=O)Nc1cc(C)nn1-c1nc2ccccc2[nH]1	i	17.4%	-1.8%	-5.0%	-8.4%	-3.9%	15.5%	-0.1%[11.4 µM]
COc1cccc(N2CC(O)=C(c3nc4ccccc4s3)C2=N)c1	i	24.9%	-2.1%	6.6%	6.1%	4.3%	-1.1%	3.6%
CN(/N=C/Cc1nnnn1-c1ccc(Cl)cc1)c1ccccc1	-13.6%	2.5%	0.5%	-1.6%	1.1%	x	u	-18.7%
COc1ccc(C(=O)n2nc(-c3ccc(Cl)cc3)nc2N)cc1OC	-2.6%	14.4%	-1.2%	-5.1%	-6.2%	-12.4%	3.3%	25.5%[11.4 µM]
O=c1cc(CSCc2ccc(Cl)cc2)[nH]c(=O)[nH]1	-2.2%	6.8%	2.8%	-0.2%	4.2%	x	6.8%	0.0%
Cc1ccc(-c2ccc(/C=C3/NC(=O)NC3=O)o2)cc1[N+](=O)[O-]	28.2µM*	11.2%	-4.3%	-11.4%	4.4%	-11.3%	7.8%	-4.6%
O=C(Nc1cccc(Cl)c1)Nc1cccc(C(=O)O)c1	-1.6%	3.3%	-3.1%	-0.9%	3.6%	x	5.0%	x
NC(=O)Nc1n[nH]c(-c2ccccc2)n1	-10.8%	1.1%[14.2 µM]	-1.4%	7.7%	-3.3%	-5.5%	3.8%	5.7%
N#C/C(=C/c1ccc(N2CCOCC2)o1)C(=O)NC1CCCCC1	i	-1.1%	4.8%	1.4%	4.5%	-4.1%	-8.4%	5.7%
CCN(CC)CCN(CC(=O)N(C1CCCCC1)C1CCCCC1)C(=O)c1cccnc1	i	2.6%	-2.3%	-1.6%	-8.3%	-1.3%	1.3%	u
CCOc1cc(/C=C(/C#N)c2ccc(Cl)cc2)cc(Cl)c1OCC(=O)O	i	3.8%	-4.9%	-18.7%	-3.1%	-3.1%	-2.8%	0.4%
COc1ccc(CCNC(=O)c2ccc(CN3CCC(Cc4ccccc4)CC3)cc2)cc1OC	-13.3%	-1.9%	-1.0%	-6.6%	2.9%	-11.5%	4.7%	-2.9%
CC(C)NS(=O)(=O)c1ccc(NC(=O)Cc2cccs2)cc1	-8.6%	5.3%	-4.0%[53 µM]	2.3%	3.5%[53 µM]	4.5%	5.3%	8.1%
c1ccc2c(-c3nnc4n3CCCCC4)cc(-c3ccncc3)nc2c1	0.8%	-7.5%	u	-8.4%	1.8%	-7.7%	17.0%	2.2%
CC(C)C(NS(=O)(=O)c1ccc2c(c1)oc(=O)n2C)C(=O)N1CCN(Cc2ccccc2)CC1 (stereo unspecified)	-8.8%	5.8%	0.3%	-16.1%	-1.6%	-1.1%[15.4 µM]	-4.7%	5.2%
CCCCc1ccc(NC(=O)c2ccc(N(C)S(C)(=O)=O)cc2)cc1	-16.3%	11.7%	-3.1%	-3.3%	-2.0%	x	1.5%	3.2%
COC(=O)CSc1nc2cc(C)cc(C)c2cc1C#N	i	4.8%	-0.6%	-1.4%	0.9%	-4.0%	-15.4%	10.4%
CCCC(=O)c1c(C)c2ccccc2n1C	-4.4%	3.4%	-3.8%	-1.0%	-7.4%	3.5%	-8.8%	-0.2%
CN1CCN(C(=O)c2cc(-c3ccccc3)on2)CC1	i	1.6%	-1.2%	-8.1%	-0.4%	-11.2%	-2.4%	0.9%
O=C(c1ccc(S(=O)(=O)c2ccccc2Cl)c([N+](=O)[O-])c1)N1CCN(Cc2ccccc2)CC1	-3.1%	3.9%	2.2%	-1.6%	3.6%	u	-5.9%	-13.6%
Cc1cc(C)c(C#N)c(Sc2ccc(N)cc2)n1	i	-4.1%	1.0%	1.4%	-2.7%	-0.6%	1.5%	2.9%
COc1ccc(S(=O)(=O)Nc2nc(C(F)(F)F)cs2)cc1	-2.4%	-4.1%	0.2%	-13.8%	3.6%	-5.0%	1.7%	3.7%
Cc1ccc(Nc2c3c(nc4ncnn24)CCC3)cc1	-7.3%	4.2%	1.0%	6.1%	-18.6%	-3.4%	5.6%	x
(further entries)
SMILES	RECQ1 helicase	RGS12 GoLoco inh	TexasRed fluor	GAA spleen mod	TRb SRC2 PPI	GAA inh	GAA glycogen mod	L3MBTL1 block
COc1n[nH]c2nncnc12	i	5.7%	-2.9%	-5.9%	4.4%	8.1%	14.7%	3.7%
CSc1nn2c(C)c(C)c(C)nc2c1C#N	1.5%	5.4%	-4.4%	-6.7%	-3.7%	1.0%	-6.7%	12.8%
COc1ccccc1-c1cc(-c2ccc(C)cc2)nc(SCc2nnc(-c3ccccc3)o2)c1C#N	2.6%	1.5%	-5.1%	-3.6%	1.3%	5.3%	-2.4%	-11.4%
O=S(=O)(c1ccccc1)N1CCC(n2nnc3cc(F)ccc32)CC1	i	-7.0%	3.2%	-0.5%	9.9%	-9.3%	-1.3%	x
CC(=O)Nc1ccc(CN2CCN(c3cccc(C(F)(F)F)c3)CC2)cc1	-3.5%	11.7%	-3.3%	0.5%	-3.3%	u	-8.3%	x
Oc1ccccc1/C=N/N1CCN(c2ccccn2)CC1	-19.5%	-1.5%	-1.3%	1.5%	-5.0%	x	u	-29.8%
Cc1ccc2c(CC(=O)Nc3sccc3C(N)=O)coc2c1	-3.3%	4.6%	-2.6%	-4.0%	-3.2%	2.8%	-2.9%	-2.4%
CCCNC(=O)c1ccc(CNc2c(N3CCC(C(=O)OCC)CC3)c(=O)c2=O)cc1	-10.2%	11.3%	0.9%	-4.3%	5.5%	-3.4%	7.0%	0.8%
COC(=O)Cc1c(O)ccn(C2CC2)c1=O	i	13.9%	1.1%	-8.2%	-5.2%	8.4%	-15.2%	7.6%
Cc1nc([N+](=O)[O-])cn1CC(=O)NCCCO	-0.7%	0.9%	1.7%	-5.0%	-3.9%	-1.5%	6.2%	10.0%
Cc1ccccc1/C(N)=N/OC(=O)c1cccs1	-5.5%	1.3%	-1.4%	0.4%	1.8%	0.4%	-4.8%	15.5%
CO/N=C(/CNC(=O)c1ccc(F)cc1)c1ccc(Cl)cc1	-10.2%	6.0%	-0.8%	-5.6%	-6.9%	-1.6%	1.4%	2.1%
COc1ccc(-c2cc3ncc(C(C)=O)c(C)n3n2)cc1	i	14.5%	0.0%	3.3%	-8.9%	u	-3.1%	5.6%
CC1(C)CC(=O)/C(=N/Nc2ccc(Cl)cc2)CO1	-2.8%	0.6%	-1.6%	1.7%	-6.8%	x	-6.0%	-22.0%
CCOc1ccc(S(=O)(=O)/N=C(/c2ccccc2)N(C)C)cc1	i	-2.3%	0.1%[53 µM]	3.9%	5.0%[53 µM]	11.5%	3.3%	3.9%
O=C(/C=C/c1cccc2ccccc12)c1ccncc1	-6.2%	0.8%	-3.2%	1.3%	-4.3%	2.7%	-8.3%	-14.8%
COc1cc(C2c3c(-c4ccccc4O)n[nH]c3C(=O)N2Cc2ccco2)cc(OC)c1OC (stereo unspecified)	25.7%	2.4%	0.2%	10.3%	-3.5%	x	3.4%	x
O=C(Nc1ccc(Cl)cc1F)C1CCN(S(=O)(=O)c2cccnc2)CC1	5.6%	4.0%	0.7%	-0.7%	-1.2%	-5.1%	-8.0%	x
COCCNC(=O)c1nn2cccnc2c1Cl	i	5.9%	0.1%	4.8%	-2.1%	0.8%	4.4%	x
Cc1cc(NC(=O)CSc2nnc(-c3ccncc3)n2-c2ccc(F)cc2)no1	-18.4%	-2.9%	0.1%	2.8%	-1.9%	-3.0%	3.5%	x
CCOc1ccc(NC(=O)CN(c2cccc(C(F)(F)F)c2)S(C)(=O)=O)cc1	i	4.8%	-0.7%	-1.9%	-5.9%	-3.5%	-4.7%	x
CCOc1ccc(S(=O)(=O)Nc2ccccc2C(=O)N/N=C/c2c(OC)ccc3ccccc23)cc1	-1.7%	3.0%	8.7%	-2.5%	-5.8%	-11.8%	2.4%	-10.3%
O=C(Nc1ccccc1)C1=C[C@H](C2CC2)C[C@H](OCCCCO)O1	i	8.4%	-0.8%	4.0%	0.7%	x	1.4%	16.6%
C#CCOCCOCCOCCNc1nc(N2CCN(C(=O)[C@H](CCC(=O)O)n3cc(C(N)Cc4ccc(O)cc4)nn3)CC2)nc(N2CCN(C(=O)[C@H](Cc3ccc(O)cc3)n3cc(C(N)[C@H](C)CC)nn3)CC2)n1 (stereo partly specified)	-23.9%	-4.6%	-2.1%	-3.8%	-4.1%	x	7.4%	x
N#CC1=C(SCC(=O)Nc2cccc3cccnc23)NC(=O)C(C#N)C12CCCCC2 (stereo unspecified)	-6.2%	3.1%	-4.3%	-6.0%	-4.3%	u	u	x

Filtered by structure: the entries above with a nitro group on carbon (3)
SMILES	RECQ1 helicase	RGS12 GoLoco inh	TexasRed fluor	GAA spleen mod	TRb SRC2 PPI	GAA inh	GAA glycogen mod	L3MBTL1 block
Cc1ccc(-c2ccc(/C=C3/NC(=O)NC3=O)o2)cc1[N+](=O)[O-]	28.2µM*	11.2%	-4.3%	-11.4%	4.4%	-11.3%	7.8%	-4.6%
O=C(c1ccc(S(=O)(=O)c2ccccc2Cl)c([N+](=O)[O-])c1)N1CCN(Cc2ccccc2)CC1	-3.1%	3.9%	2.2%	-1.6%	3.6%	u	-5.9%	-13.6%
Cc1nc([N+](=O)[O-])cn1CC(=O)NCCCO	-0.7%	0.9%	1.7%	-5.0%	-3.9%	-1.5%	6.2%	10.0%

An excerpt; the hit share may differ from the screen's.
